GalR3 antag: antagonists of human GalR3 | O60755 | HEK293 GalR3-CNG cAMP membrane potential fluorescence; galR3 body fused to GalR1 C-terminus | actives 0.44% (n = 360,000) | inhibition, % at 3 µM;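 active = inhibition above the screen-wide average plus 3 SD, cut at about 13% in these data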;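 also: forskolin and galanin both at EC90 stimulate the cells; cAMP rise reported by CNG channel membrane potential dye signal; 0% = forskolin plus galanin with DMSO and 100% = forskolin alone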
VIM-2 inh: inhibitors of Pseudomonas aeruginosa VIM-2 metallo-beta-lactamase; purified VIM-2, nitrocefin hydrolysis, epi-absorbance fluorescence; inhibition, % at 5.6 µM; actives 0.89% (n = 290,000);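 active = inhibition above the mean of all tested compounds plus 3 SD, cutoff set per screening run, cut at about 7.5% in these data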;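 also: red hydrolysis product quenches plate fluorescence so inhibitors raise well fluorescence; 0% = enzyme with DMSO and 100% = DMSO without enzyme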
GPR7 antagonist: blocks human GPR7 receptor signaling. actives 1.1% (n = 290,000). GPR7-expressing cells, fluorescence antagonist assay. AID 1861. inhibition, % at 4.4 µM; in the data active = inhibition above about 16%, passing the limit was not always enough;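 also: cells stimulated with the agonist NPW; 0% = agonist with vehicle and 100% = vehicle without agonist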
Target sequence (P48145 whole entry, looked up): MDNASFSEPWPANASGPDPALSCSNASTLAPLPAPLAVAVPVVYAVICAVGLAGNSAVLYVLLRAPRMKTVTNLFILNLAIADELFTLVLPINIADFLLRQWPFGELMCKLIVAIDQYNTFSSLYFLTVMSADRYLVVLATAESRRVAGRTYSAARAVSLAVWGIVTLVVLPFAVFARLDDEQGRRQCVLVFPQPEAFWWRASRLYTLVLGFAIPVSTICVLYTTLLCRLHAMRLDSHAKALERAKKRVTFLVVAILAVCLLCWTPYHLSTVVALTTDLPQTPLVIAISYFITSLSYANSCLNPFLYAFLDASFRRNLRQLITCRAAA
PHOSPHO1 block: PHOSPHO1 (human) inhibition | actives 1.1% (n = 290,000) | recombinant PHOSPHO1, absorbance phosphatase assay | inhibition, % at 13.3 µM | Q8TCT1; in the data active = inhibition above about 60%
Target sequence (Q8TCT1 whole entry, looked up): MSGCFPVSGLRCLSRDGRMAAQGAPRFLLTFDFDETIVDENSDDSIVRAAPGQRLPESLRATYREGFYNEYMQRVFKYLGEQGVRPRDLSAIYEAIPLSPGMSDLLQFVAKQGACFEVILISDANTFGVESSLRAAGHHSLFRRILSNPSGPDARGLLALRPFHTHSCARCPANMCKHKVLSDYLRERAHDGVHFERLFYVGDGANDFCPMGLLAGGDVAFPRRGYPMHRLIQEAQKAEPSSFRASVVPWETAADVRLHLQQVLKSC
NS3 helicase inh: blocks Hepatitis C virus NS3 helicase unwinding; NS3 helicase DNA unwinding, Cy5 molecular beacon fluorescence; inhibition, % at 10.9 µM; actives 0.56% (n = 290,000);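 active = inhibition above the mean of all tested compounds plus 3 SD, set per campaign, cut at about 35% in these data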;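 also: 0% = DMSO wells and 100% = thioflavine S control wells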
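Assay system: hepatitis C virus NS3 helicase domain fragment enzyme. Also added: annealed dual-labelled DNA beacon duplex, ATP-started. Timing: 1 h reaction at 25 °C, ATP-initiated. Technique: Cy5 fluorescence at 0 and 60 min, beacon hairpin quenching. Evaluation: % inhibition of unwinding. Replication: one well per compound.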
IMP-1 inhibitor: blocks Pseudomonas aeruginosa IMP-1 metallo-beta-lactamase; purified IMP-1, nitrocefin hydrolysis, epi-absorbance fluorescence; inhibition, % at 5.6 µM; actives 0.45% (n = 290,000); AID 1556;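 active = inhibition above the mean plus 3 SD of all compounds in the same screening run, cut at about 4.5% in these data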;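 also: 0% = IMP-1 with DMSO and 100% = DMSO wells lacking enzyme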
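System: Purified IMP-1 | Read-out basis: Percent enzyme inhibition | Controls: IMP-1 with DMSO as 0%, enzyme-free DMSO as 100% | Replicates: One well per compound | Doses: 5.6 µM nominal single concentration | Detection: Epi-absorbance fluorescence, 480 nm excitation, 530 nm emission | Incubation: 25 °C, 15 min preincubation, 25 min reaction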
OXTR ag: agonists of human oxytocin receptor | CHO-OTR cells, Fluo-8 calcium fluorescence; normalized: DMSO 0%, oxytocin 100% | activation, % at 3 µM | actives 0.32% (n = 320,000) | AID 2435;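 active = activation above the mean of all tested compounds plus 3 SD, cutoff set per screening run, cut at about 20% in these data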;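 also: peak over basal fluorescence ratio from a 100 s FLIPR kinetic read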
Target sequence (P30559 whole entry, looked up): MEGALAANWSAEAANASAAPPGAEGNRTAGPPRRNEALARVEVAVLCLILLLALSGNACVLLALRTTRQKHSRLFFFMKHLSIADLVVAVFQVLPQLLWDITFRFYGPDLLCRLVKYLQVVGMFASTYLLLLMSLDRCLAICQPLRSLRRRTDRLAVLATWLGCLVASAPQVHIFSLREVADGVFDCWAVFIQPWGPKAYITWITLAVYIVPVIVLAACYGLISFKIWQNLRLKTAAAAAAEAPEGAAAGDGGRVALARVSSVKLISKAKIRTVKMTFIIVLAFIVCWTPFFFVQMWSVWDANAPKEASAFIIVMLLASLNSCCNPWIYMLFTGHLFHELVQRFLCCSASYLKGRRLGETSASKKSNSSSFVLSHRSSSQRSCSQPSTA
FID counter: fluorescent intercalator displacement, NS3 helicase counter-screen; inhibition, % at 7.9 µM; DNA fluorescent intercalator displacement, fluorescence; AID 1845; actives 0.17% (n = 290,000); in the data active = inhibition above about 37%;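 also: 0% = vehicle and 100% = reference compound; higher means more ethidium bromide displaced from hairpin DNA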
V1aR counter: activates human V1a receptor in oxytocin agonist counter-screen | AID 2797 | P37288 | actives 0.25% (n = 320,000) | CHO-V1R cells, Fluo-8 calcium fluorescence, agonist mode; 0% DMSO, 100% 3 nM vasopressin | activation, % at 3 µM;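 active = activation above the mean activation of all tested compounds plus 3 SD, per screening run, cut at about 20% in these data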;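 also: signal is peak over basal fluorescence ratio across a 100 second FLIPR read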
The depositor's hits bear a star; . = no result given.

Start of the listing, in advance:
SMILES | GalR3 antag | VIM-2 inh | GPR7 antagonist | PHOSPHO1 block | NS3 helicase inh | IMP-1 inhibitor | OXTR ag | FID counter | V1aR counter
N#CC(=NCc1cccnc1)C1=C(O)c2ccccc2C1=O | -5.2 | 1.5 | -14.6 | 3.2 | 17.1 | 1.0 | -3.1 | 1.6 | -0.2
COCCNC(=S)N/N=C(\C)c1ccc(-n2ccnc2)cc1 | -6.0 | 67.2* | -3.1 | -55.2 | -4.9 | -2.4 | 0.3 | -6.5 | 0.1
COc1ccc(C(=O)/C=C/c2ccc(OC)c(COc3ccccc3F)c2)cc1 | -0.9 | -2.6 | -10.2 | -11.7 | 6.8 | -1.6 | 0.4 | 0.7 | 1.2
CCN(CCn1cccn1)C(=O)c1cc(COc2cc(C)ccc2C)on1 | 0.7 | 2.0 | -2.6 | 32.2 | -3.2 | 0.0 | . | -47.8 | .

Main list, from the first entry:
SMILES | GalR3 antag | VIM-2 inh | GPR7 antagonist | PHOSPHO1 block | NS3 helicase inh | IMP-1 inhibitor | OXTR ag | FID counter | V1aR counter
N#CC(=NCc1cccnc1)C1=C(O)c2ccccc2C1=O | -5.2 | 1.5 | -14.6 | 3.2 | 17.1 | 1.0 | -3.1 | 1.6 | -0.2
COCCNC(=S)N/N=C(\C)c1ccc(-n2ccnc2)cc1 | -6.0 | 67.2* | -3.1 | -55.2 | -4.9 | -2.4 | 0.3 | -6.5 | 0.1
COc1ccc(C(=O)/C=C/c2ccc(OC)c(COc3ccccc3F)c2)cc1 | -0.9 | -2.6 | -10.2 | -11.7 | 6.8 | -1.6 | 0.4 | 0.7 | 1.2
CCN(CCn1cccn1)C(=O)c1cc(COc2cc(C)ccc2C)on1 | 0.7 | 2.0 | -2.6 | 32.2 | -3.2 | 0.0 | . | -47.8 | .
COc1ccccc1C(=O)Nc1ccc(C(=O)/C=C/c2cccs2)cc1 | 3.2 | -2.1 | -10.7 | -4.4 | -8.8 | -0.6 | 0.2 | -7.0 | 1.1
CCCc1cc(=O)oc2c(C)c(OCC(=O)c3ccc(N4CCCC4)cc3)ccc12 | -2.1 | -2.4 | -12.3 | 26.3 | -4.1 | -3.5 | . | -2.1 | .
Cc1cccc(C)c1N1CCN(C(=O)N2CCCCC2)CC1 | 2.1 | 0.0 | -4.4 | 37.0 | -0.5 | -3.4 | -2.0 | -18.1 | -0.5
Oc1ccc(-c2csc(-c3ccccc3)n2)cc1O | -5.8 | 0.5 | 26.7* | 18.4 | 12.6 | -0.3 | 1.6 | -3.1 | 0.3
COc1ccc(Cc2nn3c(-c4ccccc4OC)nnc3s2)cc1 | -4.5 | -3.2 | 14.6 | 38.2 | 2.5 | -4.2 | 1.1 | -23.9 | 0.4
COc1ccc(C(=S)Nc2ccc(C)cc2)cc1 | 2.2 | 0.4 | -8.3 | -84.6 | -3.4 | -2.7 | -1.9 | -4.2 | 0.8
O=C(c1ccccc1)N1CCN(S(=O)(=O)c2ccccc2)CC1 | -6.5 | -1.8 | -20.4 | 18.8 | -11.7 | -4.1 | 0.7 | -6.8 | 1.0
O=C(Nc1ccc(F)cc1)NC1CCCCC1 | -4.8 | 0.5 | -1.6 | 14.7 | 15.0 | -2.4 | -0.1 | 1.0 | -0.4
COc1ccccc1C(=O)Nc1cccnc1 | -2.3 | -1.4 | -7.2 | -15.8 | 10.6 | -2.9 | 1.6 | 3.4 | -0.4
CC(=O)Nc1ccc(NC(=O)c2c(-c3ccccc3Cl)noc2C)c(C)c1 | -2.5 | 0.5 | 0.2 | 28.7 | 7.8 | -2.4 | 0.4 | -15.7 | 1.3
COc1cc(C2c3sc(=O)[nH]c3SC3C(=O)N(c4ccc(Br)cc4)C(=O)C32)ccc1O (stereo unspecified) | 2.6 | -1.9 | -10.2 | 7.8 | 16.3 | -1.3 | 1.2 | -22.6 | 0.8

Only NS3 helicase inh, FID counter and IMP-1 inhibitor, for 2 of the compounds above:
Structure	NS3 helicase inh	FID counter	IMP-1 inhibitor
COc1ccccc1C(=O)Nc1cccnc1	10.6	3.4	-2.9
CC(=O)Nc1ccc(NC(=O)c2c(-c3ccccc3Cl)noc2C)c(C)c1	7.8	-15.7	-2.4

(next part)
SMILES | GalR3 antag | VIM-2 inh | GPR7 antagonist | PHOSPHO1 block | NS3 helicase inh | IMP-1 inhibitor | OXTR ag | FID counter | V1aR counter
Cc1cc2oc(=O)cc(CN3CCN(Cc4ccc5c(c4)OCO5)CC3)c2cc1C | -5.6 | 0.0 | -14.6 | -7.1 | 0.2 | -2.0 | 0.0 | -0.6 | -1.1
CCOc1ccc(C(=O)NC(C(=O)NCC2CCCO2)C(C)C)cc1 (stereo unspecified) | -6.3 | -0.9 | -0.1 | 3.8 | 2.4 | -1.5 | -0.5 | -7.9 | -0.4
COc1ccc(NC(=O)c2ccccc2NS(=O)(=O)c2ccc(C)cc2)c([N+](=O)[O-])c1 | -2.9 | -2.6 | -8.3 | 9.8 | -2.3 | -3.4 | 2.8 | 0.3 | 6.5
COc1ccc(-c2nc(CS(=O)(=O)CC(=O)NC3CCCCCC3)c(C)o2)cc1 | -5.2 | -0.8 | -9.6 | 42.2 | -4.9 | -3.3 | 0.3 | -47.3 | 1.2
CSc1nc(C)cc(-n2ccc(=O)[nH]c2=O)n1 | -2.3 | -2.5 | 1.1 | -28.4 | 7.8 | -3.3 | -0.3 | 1.6 | 0.0
COC(=O)c1noc(C)c1-c1ccnn1C(=O)c1ccc(Cl)cc1 | -0.4 | -2.3 | -3.1 | 28.5 | 11.8 | -2.0 | 0.5 | -1.6 | 0.9
CC(C)CNC(=O)c1coc(=O)c(Br)c1 | -2.1 | -2.6 | 1.3 | 0.3 | -0.3 | 0.8 | 0.3 | 0.0 | 0.1
Cc1nnc(NC(=O)CCCCCN2C(=O)C3C4C=CC(C4)C3C2=O)s1 (stereo unspecified) | -2.2 | -1.4 | -0.1 | 30.2 | -4.3 | -1.8 | 1.9 | -0.4 | 0.4
O=[N+]([O-])c1ccccc1/C=C/CN1CCN(Cc2ccc3c(c2)OCO3)CC1 | -11.2 | -1.1 | -16.5 | 35.6 | -13.2 | -1.5 | 0.6 | 28.9 | 0.1
CCCn1c(=S)[nH]c2cc(Cl)ccc21 | -7.4 | -4.7 | -12.6 | 20.4 | 0.7 | -3.5 | -1.7 | -2.9 | -1.3
Cc1ccsc1C(=O)NNC(=O)C1CCCCC1C(=O)O (stereo unspecified) | 0.6 | -3.1 | 22.8* | -26.0 | 3.2 | -5.1 | -1.1 | 1.9 | -0.7
CN(C)C(CNS(=O)(=O)c1ccc(Cl)cc1)c1cccnc1 (stereo unspecified) | . | 0.5 | -1.4 | 14.1 | -3.8 | -1.4 | -0.1 | 1.7 | 0.8
O=C(c1ccc(Br)o1)N1CCN(c2ccc3nnc(-c4ccccc4)n3n2)CC1 | 0.3 | 16.1* | -19.0 | 18.2 | -2.8 | -2.1 | -1.1 | -26.0 | -0.8
CC(C(=O)Nc1cccc([N+](=O)[O-])c1)N1CCN(C/C=C/c2ccccc2)CC1 (stereo unspecified) | -9.9 | -1.6 | 3.9 | -82.6 | -31.1 | -1.9 | 4.5 | 11.7 | 2.9
CCC1CN(C(=O)N2CCC(C(=O)NCc3cccc(F)c3)CC2)c2ccccc2O1 (stereo unspecified) | -9.2 | -5.4 | 14.3 | 27.6 | -5.2 | -3.2 | 7.5 | -55.0 | 9.3

GPR7 antagonist, hit marks shown above
SMILES,GalR3 antag,VIM-2 inh,GPR7 antagonist,PHOSPHO1 block,NS3 helicase inh,IMP-1 inhibitor
Oc1ccc(-c2csc(-c3ccccc3)n2)cc1O,-5.8,0.5,26.7*,18.4,12.6,-0.3
Cc1ccsc1C(=O)NNC(=O)C1CCCCC1C(=O)O (stereo unspecified),0.6,-3.1,22.8*,-26.0,3.2,-5.1

(next part)
SMILES | GalR3 antag | VIM-2 inh | GPR7 antagonist | PHOSPHO1 block | NS3 helicase inh | IMP-1 inhibitor | OXTR ag | FID counter | V1aR counter
COC(=O)c1sccc1Oc1ccc(Cl)cc1N1C(=O)CCC1=O | 8.6 | -2.2 | -4.9 | 27.4 | 9.8 | -1.1 | -2.2 | -3.0 | 0.2
Cc1sc2nc(SCC(=O)N(C)c3ccccc3)n(C)c(=O)c2c1C | -1.4 | 4.5 | -0.9 | 37.6 | 16.7 | 1.1 | 0.1 | -31.6 | 1.7
COc1ccc(-n2ncc3c(SCC(=O)N4CCN(c5ccccc5OC)CC4)ncnc32)cc1 | -1.6 | -0.7 | -22.6 | -25.7 | -1.4 | -5.9 | 0.2 | -7.0 | 0.6
CCN(CC)CCCNC(CC(=O)Nc1cccc([N+](=O)[O-])c1)C(=O)O (stereo unspecified) | 2.5 | -3.3 | -4.0 | 8.4 | 2.7 | -1.9 | 1.9 | 2.0 | 0.9
Cc1cc(C(=O)N2CCCC(CCC(=O)N3CCN(c4ccccn4)CC3)C2)c(C)o1 (stereo unspecified) | -3.5 | -2.1 | -20.5 | 26.9 | 6.4 | -2.2 | -0.7 | -32.2 | -0.5
CC1(C)Oc2ccc3ccc(=O)oc3c2/C(=C/Nc2cccc(O)c2)C1=O | -3.3 | -2.6 | -16.0 | -7.7 | 6.8 | -0.5 | 0.1 | -11.3 | 1.2
CC(=O)Nc1ccc(S(=O)(=O)NCc2ccc(C(=O)NC(C)c3ccccc3)cc2)cc1 (stereo unspecified) | -11.3 | -0.4 | -3.9 | -11.5 | -4.5 | -3.9 | -0.4 | -5.4 | 0.7
O=C(O)CCC(=O)NNC(=O)c1cccc(Br)c1 | -2.2 | -2.8 | -1.1 | 8.2 | -3.5 | -3.8 | 0.1 | -0.9 | 1.3
Cc1nn(-c2ccccc2)c(Cl)c1CN(C(=O)CCl)c1cccc2ccccc12 | -10.1 | -2.6 | 32.1* | -13.9 | -7.1 | -2.4 | -0.6 | -42.4 | -0.4
COc1ccc(Cl)cc1-c1n[nH]c(=S)o1 | 0.2 | -7.5 | -16.4 | 39.3 | -7.4 | -9.9 | 2.3 | -2.6 | 0.5
Cc1cc(C)nc(NC(N)=NC(C)c2ccccc2)n1 (stereo unspecified) | -5.9 | 0.3 | -5.7 | 36.3 | -3.5 | -1.0 | 0.0 | -4.5 | 0.3
CCOc1ccc(NC(=O)Cn2nnc(-c3ccccc3NC(=O)CC)n2)cc1 | -7.6 | -4.0 | -17.6 | 27.3 | -4.1 | -4.9 | 0.6 | 3.2 | 1.0
COCCNC(=O)C(=O)N/N=C(\C)CC(=O)Nc1cccnc1 | -2.9 | -1.8 | 5.5 | 19.9 | 2.1 | -3.4 | -2.1 | 13.5 | -1.6
Cc1ccc(CNC(=O)C2CCCN2C(=O)NCc2ccccc2)cc1 (stereo unspecified) | -3.8 | -1.3 | 3.1 | 29.8 | -2.6 | -0.2 | -0.6 | 1.5 | -0.1
COc1ccc(CC(=O)OCc2nnc(-c3ccccc3)o2)cc1 | -5.6 | -3.5 | 3.0 | -13.4 | 8.3 | -6.0 | -0.7 | -25.5 | 0.0

Screening data: PubChem BioAssay, several laboratories

This is a random part of the collection. About 4.3% of those tested had a hit in this group.
